# OX1R antagonist – OX1R (HCRTR1) antagonists, primary screen, fluorescence, CHO/OX1R cells, Fluo-8 calcium, orexin A; Orexin/Hypocretin receptor type 1 (Homo sapiens), O43613; inhibition, % at 5 µM; AID 434989, 2010; Fluo-8 calcium fluorescence; 330,000 tested, 0.43% active;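 active means inhibition above its plate's threshold, mean inhibition of all tested compounds on the plate plus 3 SD, cut at about 37% in these data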;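 further: 0% = orexin A challenge wells and 100% = SB-334867-A antagonist wells; not every result past the cut was called active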
# Target sequence (O43613 whole entry, looked up): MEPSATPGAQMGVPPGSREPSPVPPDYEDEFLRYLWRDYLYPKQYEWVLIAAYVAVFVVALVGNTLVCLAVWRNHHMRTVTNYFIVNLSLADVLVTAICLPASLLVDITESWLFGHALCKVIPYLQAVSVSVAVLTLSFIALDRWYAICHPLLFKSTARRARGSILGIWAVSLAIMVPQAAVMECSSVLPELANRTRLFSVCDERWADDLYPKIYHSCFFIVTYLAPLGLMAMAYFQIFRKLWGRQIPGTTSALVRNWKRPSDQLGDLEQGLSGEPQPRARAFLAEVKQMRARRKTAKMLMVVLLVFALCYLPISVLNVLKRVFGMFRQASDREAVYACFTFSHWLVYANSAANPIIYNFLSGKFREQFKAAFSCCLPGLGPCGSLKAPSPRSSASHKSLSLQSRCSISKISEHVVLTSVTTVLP
# CHT PAM – CHT positive allosteric modulators, primary screen, cell-based, membrane potential dye, choline EC20 | 310,000 tested, 0.49% active | CHT-expressing cells; hits give high values; LV-AA mutant CHT in HEK293 cells | B-score at 10 µM | High affinity choline transporter 1 (Homo sapiens), Q9GZV3;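 active means initial fluorescence not abnormally high and integrated response B-score, plate-corrected, over 3 SD above library mean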
# Target sequence (Q9GZV3 whole entry, looked up): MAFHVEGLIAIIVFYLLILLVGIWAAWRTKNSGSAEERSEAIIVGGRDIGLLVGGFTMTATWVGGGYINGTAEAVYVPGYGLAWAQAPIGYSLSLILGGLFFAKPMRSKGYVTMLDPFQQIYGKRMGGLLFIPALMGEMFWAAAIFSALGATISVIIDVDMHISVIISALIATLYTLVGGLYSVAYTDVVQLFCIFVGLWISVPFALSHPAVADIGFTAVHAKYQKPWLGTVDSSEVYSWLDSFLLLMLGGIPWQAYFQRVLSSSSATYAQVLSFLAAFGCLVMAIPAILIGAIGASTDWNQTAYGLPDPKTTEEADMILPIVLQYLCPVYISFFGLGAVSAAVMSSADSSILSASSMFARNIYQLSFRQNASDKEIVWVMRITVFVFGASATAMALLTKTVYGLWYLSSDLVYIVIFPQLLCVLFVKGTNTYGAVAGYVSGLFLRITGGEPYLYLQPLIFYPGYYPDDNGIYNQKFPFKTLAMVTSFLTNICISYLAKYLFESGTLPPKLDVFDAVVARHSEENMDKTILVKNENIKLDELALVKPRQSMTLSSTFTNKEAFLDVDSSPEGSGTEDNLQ
# Starred values were filed as active, the others as inactive; i = inactive; · = no result given. Compounds were not picked by outcome; overall some 0.8% were active at least once.
# Results follow in this order: OX1R antagonist	CHT PAM
> CC(C)(C)Nc1nc(SCC(=O)Nc2ccccc2)nc(N2CCOCC2)n1
 : -38.0	i
> NC(=O)c1ccc(-c2noc(-c3cccc(Cl)c3)n2)cc1
 : -10.7	·
> COCCN1CC(C(=O)NCc2ccccc2-n2ccnc2C)CCC1=O (stereo not given)
 : -13.5	i
> CCn1c(NCc2ccc3c(c2)OCO3)nc2ccccc21
 : -10.6	i
> CCOC(=O)c1ccc(NC(=O)CN2C(=O)NC3(CCC(C)CC3)C2=O)cc1 (stereo not given)
 : -16.8	i
> CCc1cc(-c2n[nH]c(=S)n2Cc2ccccc2)cs1
 : -36.2	i
> CC(OC(=O)C1CC(=O)N(Cc2ccccc2)C1)C(=O)Nc1ccccc1[N+](=O)[O-] (stereo not given)
 : -6.3	i
> CCOC(=O)N1CCN(C(=O)c2ccc(Oc3ccc([N+](=O)[O-])cc3)cc2)CC1
 : -12.2	i
> CCC(C)NC(=O)c1cc(-c2ccc(OC)cc2)on1 (stereo not given)
 : 4.1	i
> COC(=O)c1ccc(OC(=O)CN2C(=O)c3ccccc3C2=O)cc1
 : 0.6	i
> CCN1CCN(C(=O)c2ccc3c(=O)n(Cc4ccccc4OC)c(=S)[nH]c3c2)CC1
 : -19.5	i
> CCCCC(=O)Nc1cc2nn(-c3ccc(OC)cc3)nc2cc1C
 : -16.0	i
> COC(=O)[C@H](Cc1ccccc1)NC(=O)NCc1ccc(C)cc1
 : 6.4	i
> CCOc1ccc(CNc2ccc(N3CCN(Cc4ccccc4)CC3)cc2)cc1
 : -18.1	i
> O=C(NNC(=S)NC(=O)c1cccnc1)c1ccccc1
 : -7.5	i
> Cc1cccc(CCNC(=O)c2cc(S(=O)(=O)N3CCOCC3)cn2C)c1
 : -7.1	i
> CCN(CC)S(=O)(=O)c1ccc(Cl)c(C(=O)NC2CCCC2)c1
 : -13.3	i
> Cc1ccc(S(=O)(=O)N2CCN(c3nc(C(C)C)c4c(c3C#N)CC(C)(C)OC4)CC2)cc1
 : -25.0	i
> COc1cc(NC(=O)C2CCCCC2)c(OC)cc1NC(=O)c1ccco1
 : -15.4	i
> COc1ccc(C)cc1S(=O)(=O)N1c2ccccc2CC1C (stereo not given)
 : -40.4	i
> CC1CCN(Cc2nnnn2-c2cccc([N+](=O)[O-])c2)CC1
 : -10.7	i
> O=C(CCC(=O)N1CCOc2ccccc21)NC1CCCCCC1
 : -14.4	i
> CC1(C)Cc2noc(N)c2C(C)(C)N1OC(=O)c1ccccc1
 : -32.6	i
> CCC(=O)N1c2ccccc2C(N(C(C)=O)c2ccccc2)CC1C (stereo not given)
 : -14.4	i
> Cc1ccc(S(=O)(=O)N2CCOCC2)cc1NC(=O)COc1ccc2c(C)cc(=O)oc2c1
 : -4.4	i
> CSCC[C@H](N)C(=O)NCC1CCC(C(=O)Nc2ccc3c(c2)OCO3)CC1 (stereo not given in full)
 : -27.0	i
> COCCCN1C(=O)C(=O)/C(=C(/O)c2ccc(OC(C)C)c(C)c2)C1c1ccncc1 (stereo not given)
 : -38.1	i
> CC(=O)Nc1ccccc1OCC(=O)NCCc1ccc(Cl)cc1Cl
 : -13.8	i
> COC(=O)C1=C(N)Oc2cc(C)n(CC3CCCO3)c(=O)c2C1c1ccc(Cl)cc1 (stereo not given)
 : -32.9	i
> O=C(Cn1cc(C(F)(F)F)cc(Cl)c1=O)NCCc1ccc(Cl)cc1Cl
 : -4.6	i
> Cc1cccc(C)c1NC(=O)C1(N2CCN(C(=O)c3ccco3)CC2)CCCCC1
 : -32.7	i
> Cc1[nH]c2ccccc2c1/C=N/NC(=O)CCC(=O)NCc1ccccc1
 : -14.9	i
> O=C(/C=C/c1cccc(F)c1)OCC(=O)N1CCc2ccccc21
 : 12.0	·
> O=C(NCCc1ccccc1)c1ccco1
 : -10.7	i
> COc1ccc(/C=C(/NC(=O)c2ccccc2Cl)C(=O)NCCCC(=O)O)cc1
 : -9.8	i
> CCc1cc(-c2n[nH]c(C)c2-c2nc3ccccc3n2C)c(O)c(CN2CCN(C)CC2)c1O
 : -22.8	i
> CCCCn1c(N)c(N(CCC(C)C)C(=O)C(C)N2C(=O)c3ccccc3C2=O)c(=O)[nH]c1=O (stereo not given)
 : -10.4	i
> CCc1ccc(NC(=O)NCC2CCN(Cc3cccc(Cl)c3)CC2)cc1
 : -22.1	i
> CCCOc1ccc2ccccc2c1/C=C1\SC(=O)NC1=O
 : 28.3	i
> CC1CCCC(C)N1C(=O)COC(=O)c1ccc(O)cc1 (stereo not given)
 : -15.5	i
> O=C(c1cc2ncccn2n1)N1CCc2c([nH]c3ccccc23)C1c1ccccc1F (stereo not given)
 : 1.4	i
> O=C(Nc1c2c(nn1-c1ccc([N+](=O)[O-])cc1)CS(=O)(=O)C2)c1cccs1
 : -2.7	i
> c1ccc2oc(-c3csc(NCC4CCCO4)n3)cc2c1 (stereo not given)
 : -46.5	i
> COc1ccc2[nH]c(=O)c(CN(c3ccccc3)S(=O)(=O)c3ccccc3)cc2c1
 : -26.3	i
> COc1ccc(CCNC(=O)C2CC2)cc1
 : -6.5	i
> Cc1cc(OCC(=O)NC(Cc2c[nH]c3ccc(O)cc23)C(=O)O)c2c(C)c(C)c(=O)oc2c1 (stereo not given)
 : -10.9	i
> COc1cc(N=Cc2c(CO)cnc(C)c2O)cc(OC)c1OC
 : 3.3	i
> CCOC(=O)c1nc2cc3n(c(C)c-2c1C)C(C)C(C)=C3C (stereo not given)
 : 5.7	i
> Cc1ccccc1Cc1n[nH]c(=S)n1N
 : -8.9	i
> CC(=O)Nc1ccc(/C=C/c2ccc3cccc([N+](=O)[O-])c3n2)cc1
 : 7.5	i
> CCCCN(C(=O)CSc1nnc(Nc2ccccc2)s1)c1c(N)n(CCC)c(=O)[nH]c1=O
 : 6.2	i
> Cc1cccc(OCC(=O)NNC(=O)c2cc(S(=O)(=O)N(C)C)ccc2N2CCCC2)c1
 : -13.3	·
> COc1cc(/C=C/C(=O)O)cc(S(=O)(=O)Nc2cc(C(F)(F)F)ccc2N2CCOCC2)c1OC
 : -5.5	·
> C=C(C)C(=O)OCCCCCCOc1ccc(C(=O)O)cc1
 : -10.9	i
> CCOc1ccccc1N1CC(C(=O)Nc2cccc(S(=O)(=O)N3CCCCC3)c2)CC1=O (stereo not given)
 : -28.1	i
> Cc1ccc(-c2nn(-c3ccccc3)cc2C(=O)N2CCOCC2)cc1C
 : -27.7	i
> NC(=O)c1ccc(SCC(=O)OCC(=O)NCC2CCCCC2)c([N+](=O)[O-])c1
 : -5.0	i
> Cc1ccc(C)c(-n2c(-c3ccco3)n[nH]c2=S)c1
 : -7.8	i
> COc1ccccc1N1CCN(C(=O)c2c(-c3ccccc3)noc2C)CC1
 : -15.2	i
> COc1cc(Cl)c(C)cc1NC(=O)c1cccc(OC)c1OC
 : 21.5	i

# Next section.
# Results follow in this order: OX1R antagonist	CHT PAM
> Cc1cc(C)c2oc(-c3ccc(C)c(NC(=S)NC(=O)/C=C/c4ccco4)c3)nc2c1
 : -20.9	i
> CCC1CCCCN1C(=O)c1sc2nc(C)nc(N(CC)CC)c2c1C (stereo not given)
 : -39.0	i
> CCCc1nnc(NC(=O)CCC(=O)Nc2ccc(Br)cc2)s1
 : -15.8	i
> COc1cccc(NC(=O)CCN2CCN(c3ccccc3F)CC2)c1
 : -45.4	i
> O=C(N/N=C/c1ccco1)c1cccc([N+](=O)[O-])c1
 : 1.8	i
> Cc1ccccc1C(=O)Nc1ccc2c(c1)CCCN2C(=O)c1cccs1
 : -14.5	i
> COc1cc(O)c(C(CC(=O)N2CCCCC2)c2cc(OC)c(OC)c(OC)c2)c(OC)c1 (stereo not given)
 : -16.9	i
> Cc1cccc(NC(=O)CN(C)S(=O)(=O)c2ccc(-c3ccc(=O)[nH]n3)s2)c1C
 : -24.6	i
> CC1(C)CC(=O)C=C(c2ccc(Cl)c(C(F)(F)F)c2)C1
 : -24.3	·
> Cc1ccc(NC(=O)CCC(=O)OC(C(=O)c2ccc(C)c(C)c2)c2ccccc2)c(C)c1 (stereo not given)
 : -6.8	i
> CC(C)c1nnc(NC(=O)COc2ccc3c(c2)OCO3)s1
 : -18.3	i
> CCn1cc(Br)c(C(=O)NN)n1
 : -21.0	i
> COc1cc(/C=C/C(=O)OCC(=O)NCc2cccs2)ccc1OC(F)F
 : -9.2	i
> C[n+]1ccccc1N1CCN(c2ccccc2Cl)CC1
 : 10.9	i
> CC(C)(C)NC(=O)NC(=O)COC(=O)Cc1ccc(Cl)cc1Cl
 : -4.8	i
> O=C1NC[C@H](c2ccccc2)OC(=O)[C@H](Cc2ccc(F)cc2)CC/C=C/C[C@@H]1CC(=O)N(CCO)Cc1ccccc1
 : 32.5	·
> CCOCc1[nH]c(=S)[nH]c(=O)c1Cc1ccc(OCC(C)C)cc1
 : -30.4	i
> CCO[C@H]1OC(C(=O)NCc2nc3ccccc3[nH]2)=C[C@@H](C2CCCCC2)[C@@H]1CCCO
 : -13.7	i
> COc1ccccc1CC(=O)Nc1ccc(F)cc1F
 : -16.6	i
> CCN(CC)c1ccc(NC2=C(Cl)C(=O)c3ccccc3C2=O)cc1
 : 16.9	i
> O=C(CSc1nnnn1-c1ccc(F)cc1)c1ccc(O)c(O)c1
 : -4.8	i
> Cc1ccc(OCC(=O)c2c(O)c3ccccc3oc2=O)cc1C
 : -10.6	i
> O=C(CSc1nnc(CNC(=O)c2ccccc2F)o1)Nc1ccc2c(c1)OCO2
 : -14.6	i
> O=C(NC1CCCCCCC1)c1ccc(Br)o1
 : -33.2	i
> COc1ccc(-n2c(C)cc3cc(OC(C)=O)ccc32)cc1
 : -0.8	i
> COc1ccc(S(=O)(=O)Nc2ccccc2C(=O)NCc2ccco2)cc1
 : -23.6	i
> C[n+]1cccc(C2C(C#N)=C(N)Oc3c2ccc2ccccc32)c1 (stereo not given)
 : -11.4	i
> O=C(Nc1cnc2sccn2c1=O)c1ccccc1Cl
 : -3.2	i
> COc1ccc(OCC(=O)N2CCC(Cc3ccccc3)CC2)cc1
 : -16.2	i
> CC(C)(C)NC(=O)c1cccc(NC(=O)c2ccc3c(c2)C(=O)N(C(C)(C)C)C3=O)c1
 : -8.1	i
> O=C(Nc1ccccc1)c1ccc(NC(=O)C2CC2)cc1
 : -0.9	i
> CCn1c(C)c(C(C)=O)c(NCc2ccccc2)nc1=S
 : -10.8	i
> O=C(c1ccco1)N1CCN(C(=O)C2CCN(S(=O)(=O)Cc3ccccc3)CC2)CC1
 : -18.7	i
> O=C(NCc1cccs1)c1cccc(N2CCCC2=O)c1
 : -20.0	i
> Cc1ccc(NC(=O)c2cccc(OC(F)F)c2)c(OC(F)F)c1
 : -30.2	i
> COc1ccc(-n2c(C)nc3c(cnn3-c3ccccc3)c2=O)cc1
 : -13.4	i
> COc1ccc([N+](=O)[O-])cc1NS(=O)(=O)c1ccccc1
 : -1.5	i
> CCOC(=O)c1cc(S(=O)(=O)NCc2ccc3c(c2)OCO3)cn1C
 : -10.7	i
> Cn1ncc(Cl)c1C(=O)Nc1ccncc1
 : -3.6	i
> CCC(=O)NC(c1ccccc1Cl)c1c(O)ccc2ccccc12 (stereo not given)
 : -23.7	i
> N#Cc1c(N)nc2c(c1N)CC(=O)N2c1ccccc1-c1ccccc1
 : -6.9	i
> CC(=O)Nc1ccc(C(=O)CSc2nnc(Cc3ccccc3)o2)cc1
 : -15.5	i
> Cc1ccc(CN(C)C(=O)CCc2c[nH]c3ccccc23)o1
 : -20.1	i
> Cc1ccc(CNC(=O)C2CCN(S(=O)(=O)c3c(C)noc3/C=C/N(C)C)CC2)cc1
 : 4.5	i
> Cc1c(NC(=O)C(c2ccccc2)c2ccccc2)cccc1C(=O)O
 : -1.9	i
> CCOC(=O)C(/C=C(\C#N)C(=O)OCC)=C(/N)N1CCN(c2ccccc2)CC1
 : -20.1	i
> C#CCOCCOCCOCCNc1nc(N2CCOCC2)nc(N2CCN(C(=O)[C@H](Cc3ccc(O)cc3)n3cc([C@@H](N)C(C)CC)nn3)CC2)n1 (stereo not given in full)
 : 4.4	i
> CCCC(=O)Nc1cc(C)c(NC(=O)c2cccs2)cn1
 : -8.4	i
> O=C1c2cccc3cccc(c23)C(=O)N1Cc1ccco1
 : -20.5	i
> O=C(CN1C(=O)c2ccccc2S1(=O)=O)NCc1cccs1
 : -11.1	i
> CCN(CCCNC(=O)C1CCCN(S(=O)(=O)CC)C1)c1cccc(C)c1 (stereo not given)
 : -23.5	i
> COC(=O)[C@@]1(Cc2ccccc2)[C@H]2C(=O)N(C)C(=O)[C@H]2[C@H]2CN=C(SCc3ccc(C)cc3)N21
 : -16.2	·
> O=S(=O)(NN=C1CCCCCCC1)c1ccc(Br)cc1
 : -10.5	i
> O=C(/C=C\c1ccc2c(c1)OCO2)Nc1c2c(nn1-c1ccc(Cl)cc1)CSC2
 : -14.4	i
> CCCSC1=N/C(=C\c2ccsc2)C(=O)S1
 : -4.9	i
> COc1ccc(OC)c(N=Cc2c(O)[nH]c3ccccc23)c1
 : -17.8	i
> O=C(C[C@@H]1C/C=C\C[C@@H](NC(=O)OCC2c3ccccc3-c3ccccc32)C(=O)OCCNC1=O)N[C@@H](CO)Cc1ccccc1
 : 17.6	·
> Cc1onc(-c2ccccc2Cl)c1C(=O)Nc1cccc(-c2nc3ncccn3c2C)c1
 : -13.8	i
> COc1ccccc1N1CCN(C(=O)C(OC(C)=O)c2ccccc2)CC1 (stereo not given)
 : -11.6	i
> O=C(Nc1cccnc1)c1scc2c1OCCO2
 : -25.5	i
> COC(=O)Nc1nnc(-c2ccc(OC)cc2)s1
 : -18.8	i

# Pulled one by one from the entries so far:
# Results follow in this order: OX1R antagonist	CHT PAM
> COc1ccc(OC)c(N=Cc2c(O)[nH]c3ccccc23)c1
 : -17.8	i
> Cc1onc(-c2ccccc2Cl)c1C(=O)Nc1cccc(-c2nc3ncccn3c2C)c1
 : -13.8	i
> O=C(C[C@@H]1C/C=C\C[C@@H](NC(=O)OCC2c3ccccc3-c3ccccc32)C(=O)OCCNC1=O)N[C@@H](CO)Cc1ccccc1
 : 17.6	·
